High-throughput results deposited in PubChem BioAssay by Sanford-Burnham Center for Chemical Genomics.
KOR beta-arrestin-1 = KOR agonists, beta-arrestin recruitment, primary screen, cell-based, luminescence, uHTS (AID 1777); Kappa-type opioid receptor (Homo sapiens); 0.02% of 280,000 active; one-dose activation, % at 10 µM; EC50 in µM for titrated hits; KOR beta-arrestin recruitment, luminescence; higher % means a stronger effect; in the data active = activation above about 50%, passing the limit was not always enough; note: a part of the inactive calls stands beside numbers as strong as those of hits
HIV fusion peptide = inhibitors of HIV fusion peptide binding, primary screen, biochemical, uHTS, fluorescence dequenching (AID 1986) | cell-free peptide binding, fluorescence dequenching, 30 min; higher % means a stronger effect | one-dose inhibition, % at 20 µM; IC50 in µM for titrated hits | 0.3% of 290,000 active; in the data active = inhibition mostly above about 52%, no sharp cut-off; inactive = mostly below about 76%; note: some results filed as inactive read as strong as hits
GPR35 arrestin U2OS = GPR35 antagonists blocking zaprinast-driven arrestin recruitment, primary screen, imaging, U2OS, beta-arrestin-GFP, zaprinast agonist (AID 2058). G-protein coupled receptor 35 (Homo sapiens). U2OS GPR35 beta-arrestin-GFP translocation imaging, zaprinast antagonism; higher % means a stronger effect. one-dose inhibition, % at 10 µM; IC50 in µM for titrated hits. 0.052% of 290,000 active;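 active = inhibition of at least 50% with at least 30 cells and total cytoplasm GFP at most 10,000,000; inconclusive = under 30 cells or total GFP of 10,000,000 plus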
GPR55 activation = GPR55 agonists via beta-arrestin recruitment, primary screen, imaging, U2OS cells, beta-arrestin-GFP redistribution (AID 1961); 0.048% of 290,000 active; U2OS GPR55 beta-arrestin-GFP redistribution imaging; higher % means a stronger effect; activation, % at 10 µM; hits with a dose series show EC50 in µM;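 active = activation above 40% with more than 50 cells counted in the well; inconclusive = wells holding fewer than 50 cells, flagged as toxic or sparse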;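 note: U2OS osteosarcoma cells stably expressing GPR55 and beta-arrestin-GFP; plate controls were DMSO negative control for no effect and LPI positive control for full effect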
AID2073 = inhibitors of Mint1-CaV2.2 protein interaction, biochemical, HTRF (AID 2073); one-dose inhibition, % at 20 µM; IC50 in µM for titrated hits; HTRF protein-protein interaction, Mint1-CaV2.2; higher % means a stronger effect; 0.19% of 290,000 active; in the data active = inhibition mostly above about 51%, no sharp cut-off; inconclusive = no clear call, values can overlap the other calls; inactive = mostly below about 53%; note: some results filed as inactive read as strong as hits
KOR beta-arrestin-2 = KOR antagonists, beta-arrestin recruitment, cell-based, luminescence, uHTS (AID 1778); Kappa-type opioid receptor (Homo sapiens); KOR beta-arrestin recruitment, luminescence, antagonist mode; higher % means a stronger effect; one-dose inhibition, % at 10 µM; IC50 in µM for titrated hits; 0.091% of 290,000 active; in the data active = inhibition above about 50%; note: strong numbers were not always called active
Siah-1 displacement = Siah-1 peptide-binding antagonists, primary screen, biochemical, fluorescence polarization, rhodamine-plectin, uHTS (AID 1817) | 0.02% of 290,000 active | displacement, % at 20 µM; hits with a dose series show IC50 in µM | Siah-1 / rhodamine-plectin peptide fluorescence polarization; higher % means a stronger effect;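 active = displacement of at least 50% at 20 µM, with a fluorescence ratio check between 0.3 and a set limit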;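 note: plate controls were Siah plus tracer with DMSO for no effect and tracer alone without Siah for full effect; strong numbers were not always called active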
NOD1 inhibition = NOD1 signaling inhibitors, primary screen, cell-based, luminescence, uHTS (AID 1578); NOD1-driven NF-kB luciferase reporter cells, luminescence; higher % means a stronger effect; one-dose inhibition, % at 4 µM; EC50 in µM for titrated hits; 1% of 290,000 active; in the data active = inhibition mostly above about 36%, no sharp cut-off; inactive = mostly below about 34%;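 note: HEK-293T reporter cells stimulated with the NOD1 agonist gamma-tri-DAP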
GPR55 LPI antagonism = GPR55 antagonists blocking LPI-driven arrestin recruitment, primary screen, imaging, U2OS, beta-arrestin-GFP, LPI agonist (AID 2013); G-protein coupled receptor 55 (Homo sapiens); U2OS GPR55 beta-arrestin-GFP translocation imaging, LPI antagonism; higher % means a stronger effect; inhibition, % at 10 µM, or IC50 in µM where a hit was titrated; 0.13% of 290,000 active;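 active = spots per cell inhibited over 60%, with over 100 cells counted and total cytoplasm intensity under 500,000; inconclusive = wells with under 100 cells, flagged as likely toxic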;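 note: U2OS cells stably carrying GPR55 and arrestin-GFP stimulated by 5 µM LPI near EC80; imaged beta-arrestin-GFP aggregate spots per cell after agonist stimulation; plate controls were LPI-stimulated DMSO wells for no effect and DMSO wells without LPI for full effect; some results filed as inactive read as strong as hits; confirmed hits need IC50 under 10 µM and bright autofluorescent wells are also inconclusive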
Numbers without * were called inactive; ? = inconclusive; nt = not tested or not shown; [ ] = another dose, or the depositor's remark. Only part of the results is shown; count on the stated rates, not on these rows.

SMILES	KOR beta-arrestin-1	HIV fusion peptide	GPR35 arrestin U2OS	GPR55 activation	AID2073	KOR beta-arrestin-2	Siah-1 displacement	NOD1 inhibition	GPR55 LPI antagonism
COc1ccc(Br)cc1/C=N/NC(=O)c1ccc(OC)c(OC)c1	-2.4%	0.9%	-3%	0.1%	17%	0%	23%	-15%	11%
COc1ccc(NC(=O)CSc2nc3sc(C)c(C)c3c(=O)n2Cc2ccco2)cc1	-9.4%	-0.1%	2%	0.3%	12%	27%	1%	-122%	-11%
CCOc1ccccc1NC=C1C(=O)OC(C)(C)OC1=O	4.4%	0.1%	-5%	-0.1%	5%	-30%	-6%	-25%	-19%
Cn1c(=O)c2sccc2n2c(CCCC(=O)N3CCCCC3)nnc12	7.7%	-1.3%	-1%	-0.1%	20%	18%	-7%	-14%	-2%
COc1cc(C)c(Cl)cc1S(=O)(=O)n1ccnc1	-1.2%	-0.5%	-9%	-0.1%	-6%	-8%	-4%	-8%	-10%
Cc1nn(CCCC(=O)Nc2sc3c(c2C#N)CCC3)c(C)c1[N+](=O)[O-]	-2.9%	-4.0%	14%	0.2%	-40%	-3%	-5%	nt	4%
CN(c1ccccc1)S(=O)(=O)c1cc(Cl)ccc1Cl	-5.5%	2.4%	2%	-0.4%	12%	10%	0%	-17%	5%
CC(C)CN(C(=O)COC(=O)Cc1c[nH]c2ccccc12)C1CCS(=O)(=O)C1 (configuration not stated)	3.2%	-3.8%	8%	0.1%	-6%	-4%	0%	12%	20%
CCOc1cccc(CN2CCC(n3nccc3NC(=O)C3CCCC3)CC2)c1	2.0%	1.3%	-4%	-0.1%	-3%	-7%	0%	-14%	8%
CCN(CC)c1ccc(CNc2nc3ccccc3n2CC)cc1	0.0%	-1.8%	4%	0.2%	27%	2%	11%	3%	3%
Nc1c(C(=O)C2CC2)sc2nc(-c3ccccc3)cc(C(F)(F)F)c12	2.1%	-4.1%	8%	40%	9%	1%	-4%	16%	18%
O=C(CC1SC(=Nc2ccccc2)N(CCc2c[nH]c3ccccc23)C1=O)Nc1ccccc1F (configuration not stated)	4.2%	6.7%	6%	0.2%	?	-4%	-2%	-13%	16%
COc1cccc(/C=C2\SC(=O)N(CCC(=O)NCCCn3ccnc3)C2=O)c1	-0.6%	1.2%	-20%	-0.2%	7%	12%	0%	-19%	15%
CC1(C)NC(C)(C)c2nonc2/C1=N\O	-3.0%	-1.6%	8%	-0.3%	7%	0%	5%	-1%	1%
CN(c1ccccc1)S(=O)(=O)c1nnc(NC(=O)C2CCCCC2)s1	-3.0%	0.5%	-5%	-0.2%	3%	-24%	-3%	14%	-2%
Cc1cc(F)ccc1NC(=O)CCc1c(C)nn(-c2ccc(N3CCCCC3)nn2)c1C	-2.9%	-0.6%	-4%	-0.2%	0%	-24%	3%	8%	-5%
COC(=O)C1=C(N)Oc2c(oc(CO)cc2=O)C1c1ccccc1F (configuration not stated)	-1.9%	-1.9%	-5%	-0.2%	0%	8%	4%	1%	2%
O=C(NNC(=O)C1COc2ccccc2O1)c1cccc([N+](=O)[O-])c1 (configuration not stated)	-2.1%	-1.6%	17%	-0.4%	-4%	3%	-5%	6%	10%
Cc1ncc(CN2CCC(C(=O)Nc3ccc(Oc4cccnc4)cc3)CC2)cn1	-0.3%	1.2%	0%	-0.1%	12%	-5%	4%	-21%	6%
Cc1[nH]nc2c1C(c1cccnc1)N(c1ccc(Br)cc1)C2=O (configuration not stated)	-8.0%	-0.9%	-8%	1.7%	22%	-39%	-1%	44%*	-4%
CCCc1cc(=O)oc2cc(OCC(=O)N3CCC(C(N)=O)CC3)ccc12	-6.7%	-0.9%	-2%	-0.1%	8%	1%[20 µM]	-3%	-28%	2%
Cc1cc(C)n2nc(C(=O)OCC(=O)c3cc(C)n(CC4CCCO4)c3C)nc2n1 (configuration not stated)	-5.5%	-1.3%	-3%	1.0%	9%	-8%	-4%	-25%	-2%
C/C(CC(=O)Nc1ccccn1)=N\NC(=O)Cc1cccc2ccccc12	-0.6%	0.2%	21%	1.3%	9%	3%	0%	-15%	20%
COc1ccc(-c2csc(Cc3nnc4n3CCCCC4)n2)cc1	-0.8%	0.3%	2%	0.0%	8%	-77%	-3%	16%	-4%
COc1ccc(Cl)cc1NC(=O)Nc1ccc(Br)cn1	-2.0%	-1.1%	5%	0.3%	-2%	-39%	0%	6%	12%
SMILES	KOR beta-arrestin-1	HIV fusion peptide	GPR35 arrestin U2OS	GPR55 activation	AID2073	KOR beta-arrestin-2	Siah-1 displacement	NOD1 inhibition	GPR55 LPI antagonism
O=C(CN1CCN(S(=O)(=O)c2ccc(Cl)s2)CC1)N1CCOCC1	-3.1%	-1.2%	-8%	0.9%	1%	25%	-2%	-1%	-9%
O=C1C2C(C(=O)N1c1ccccc1)N1CCCN1C2c1ccccc1 (configuration not stated)	0.6%	3.1%	5%	-0.4%	-10%	5%	6%	-35%	-4%
N#Cc1ccc(C2=NC(C(F)(F)F)(C(F)(F)F)c3c(n(Cc4ccco4)c(=O)[nH]c3=O)N2)cc1	3.4%	33%	0%	1.3%	11%	-44%	4%	-6%	20%
O=C(c1cc2ccccc2oc1=O)N(Cc1cccc(Br)c1)C1CCS(=O)(=O)C1 (configuration not stated)	1.3%	-0.6%	4%	-0.2%	17%	3%	5%	-15%	2%
O=C(c1ccccc1)N1CCN(S(=O)(=O)c2cccc(NS(=O)(=O)c3ccccc3)c2)CC1	-2.2%	-1.3%	-12%	-1.2%	-15%	-18%	0%	36%	-10%
CC(=O)c1c(C)[nH]c(C(=O)OCC(=O)Nc2ccc(Cl)c(S(=O)(=O)N(C)C)c2)c1C	2.6%	-0.5%	-16%	0.3%	-2%	-27%	0%	5%	-10%
CCCOc1ccc(/C=C/C(=O)N2CCOCC2)cc1	0.7%	0.2%	-10%	-0.1%	3%	-24%	7%	-45%	9%
CCn1c(Oc2cccc(Br)c2)nc2c1c(=O)n(C)c(=O)n2C	-2.2%	-0.3%	-7%	-0.1%	8%	-12%	-4%	60%	-1%
COc1ccccc1C(c1nnnn1C(C)(C)C)N1CCN(Cc2ccncc2)CC1 (configuration not stated)	5.1%	-0.1%	3%	-0.1%	1%	-22%	5%	3%	11%
COc1ccc(CN(C)C(=S)Nc2ccc(Cl)cc2)cc1	-2.3%	2.8%	17%	0.1%	3%	-13%	8%	6%	22%
COc1ccc(-n2c(SCCC(=O)O)nnc2-c2ccncc2)cc1	-3.3%	-1.8%	2%	-0.1%	0%	35%	-2%	-28%	16%
NC(=O)c1cc2ccccc2o/c1=N\NC(=O)c1ccncc1	-3.3%	-1.9%	24%	0.2%	6%	-9%	-6%	9%	7%
Cc1ccc(-c2nc(N/N=C/c3cccc([N+](=O)[O-])c3)c3ccccc3n2)cc1	1.8%	-0.1%	-8%	0.0%	43%	24%	24%	7%	0%
CSc1cccc(NS(=O)(=O)c2ccc3c(c2)oc(=O)n3C)c1	-2.3%	0.8%	21%	-0.2%	17%	7%	-1%	16%	6%
O=C(NCC1CCN(C(=O)c2ccc([N+](=O)[O-])cc2)CC1)c1ccc([N+](=O)[O-])cc1	3.0%	-1.1%	8%	-0.1%	7%	-17%	-8%	22%	2%
COc1cccc(CC2(CO)CCCN(Cc3cn[nH]c3-c3cc(C)ccc3C)C2)c1 (configuration not stated)	-2.6%	-0.8%	-8%	0.0%	-12%	-17%[20 µM]	0%	-21%	9%
Cc1ccc(NC(=O)C23CCC(C)(C(=O)[C@H]2Br)C3(C)C)cc1 (some centres not stated)	-2.5%	2.0%	2%	1.0%	10%	-4%	6%	-4%	-4%
Clc1ccc(-c2nnc3n2CCCCC3)cc1	-9.6%	-1.8%	15%	0.3%	-3%	-13%	-5%	-9%	8%
CC1(C)CCCN(C(=O)c2ccc3c(c2NCCO)C(=O)c2ccccc2C3=O)C1	-1.8%	-7.3%	-7%	-0.2%	14%	-57%	-6%	-7%	-5%
CC(CO)(CO)NC(=O)c1ccc(=O)[nH]n1	2.2%	-0.7%	1%	-0.2%	4%	12%	12%	0%	-14%
O=C1C(Cc2ccc(O)cc2)NC(=S)N1C1CCCCC1 (configuration not stated)	1.0%	-0.1%	18%	-0.2%	-2%	-32%	5%	-10%	15%
Cc1ccc(NC(=S)NNC(=O)c2ccccc2O)c(C)c1	nt	2.7%	18%	0.5%	-29%	-8%	-7%	50%	-15%
COc1cc(Cl)ccc1OCc1cc(C(=O)N2CCCCCC2)no1	-4.2%	0.9%	-3%	-0.1%	-8%	17%	0%	-46%	5%
CC1CCN(S(=O)(=O)c2ccc(Br)s2)CC1	-3.4%	1.8%	-6%	-0.1%	0%	7%	0%	8%	2%
CSc1ccc(Cl)c(C(=O)Nc2ccc(OCC(N)=O)cc2)c1	-3.2%	0.6%	15%	0.1%	0%	-5%	5%	-14%	11%
SMILES	KOR beta-arrestin-1	HIV fusion peptide	GPR35 arrestin U2OS	GPR55 activation	AID2073	KOR beta-arrestin-2	Siah-1 displacement	NOD1 inhibition	GPR55 LPI antagonism
CC(=O)NC(CC(=O)OCC(=O)Nc1ccc2c(c1)OCO2)c1ccccc1 (configuration not stated)	3.4%	-0.4%	10%	0.1%	3%	-22%	5%	11%	5%
COc1ccc(N(CC(=O)NCc2ccc3c(c2)OCO3)S(C)(=O)=O)cc1OC	-0.4%	6.5%	6%	-0.1%	-2%	-11%	-2%	3%	6%
CCOc1ccccc1OCC(=O)Nc1ccc(N2CCCCC2)cc1	-0.5%	-1.5%	2%	-0.1%	-7%	11%	-2%	-7%	12%
Cc1nn(-c2nnc(C)c(=O)[nH]2)c(C)c1SCC(=O)Nc1ccc(F)cc1	-2.5%	-1.0%	3%	-0.2%	2%	-2%	7%	nt	0%
CCOc1ccc(S(=O)(=O)c2c(C(=O)c3ccc(C)cc3)cnc3cc4c(cc23)OCCO4)cc1	1.6%	1.8%	-4%	0.7%	?	14%	-8%	30%	-8%
Cc1ccccc1C(=O)N1CCCC(CCC(=O)N2CCN(c3ccccn3)CC2)C1 (configuration not stated)	3.1%	2.3%	8%	-0.1%	4%	-24%	6%	-19%	11%
N#C/C(=C1/CCCCCN1)c1nc2ccccc2[nH]1	2.6%	-0.4%	7%	-0.2%	-4%	-46%	-3%	-25%	-3%
Cn1nc(C(F)(F)F)cc1-c1ccc(/C=C(\C#N)C(=O)c2cccc(C(F)(F)F)c2)s1	-6.4%	55%*	2%	-0.1%	25%	-1%	4%	-17%	14%
Cc1ccc(S(=O)(=O)N2CCC(C(=O)NCCc3ccc(S(N)(=O)=O)cc3)CC2)cc1	4.6%	7.6%	-1%	0.3%	0%	-47%	0%	13%	7%
